Screening data as filed in PubChem BioAssay.
Mtb UGM inh = M. tuberculosis UGM enzyme inhibitors, primary screen, biochemical, fluorescence polarization, single point; UDP-galactopyranose mutase (Mycobacterium tuberculosis (strain ATCC 25618 / H37Rv)), …; purified UGM, fluorescence polarization probe displacement; inhibition, % at 10 µM; 320,000 compounds, 0.06% hits; AID 504406, 2011; in the data active = inhibition above about 10%, passing the limit was not always enough; inconclusive = no clear call, values can overlap the other calls
Target sequence (P9WIQ1 whole entry, looked up): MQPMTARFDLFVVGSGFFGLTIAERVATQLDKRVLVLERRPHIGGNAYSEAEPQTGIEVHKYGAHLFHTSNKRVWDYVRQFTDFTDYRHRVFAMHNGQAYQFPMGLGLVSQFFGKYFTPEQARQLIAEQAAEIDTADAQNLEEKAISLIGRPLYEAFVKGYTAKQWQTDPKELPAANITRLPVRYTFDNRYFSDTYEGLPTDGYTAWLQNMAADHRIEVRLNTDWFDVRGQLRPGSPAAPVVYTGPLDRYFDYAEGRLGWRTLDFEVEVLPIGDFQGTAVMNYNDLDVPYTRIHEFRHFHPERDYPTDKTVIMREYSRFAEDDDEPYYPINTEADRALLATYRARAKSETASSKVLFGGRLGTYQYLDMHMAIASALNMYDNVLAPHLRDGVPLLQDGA
BoNT-F LC inh = BoNT/F light chain protease inhibitors, primary screen, biochemical, flow cytometry, MLPCN library | 360,000 compounds, 0.22% hits | Botulinum neurotoxin type F light chain protease (Clostridium botulinum) | inhibition, % at 10 µM | Multiplex microsphere protease cleavage assay; in the data active = inhibition above about 35%, passing the limit was not always enough; inconclusive = no clear call, values can overlap the other calls; note: plate controls were buffer without enzyme for full effect and enzyme alone for no effect
FadD28 FP inh = inhibitors of FadD28 bisubstrate probe binding, primary screen, biochemical, fluorescence polarization, single point; inhibition, % at 12.5 µM; 360,000 compounds, 0.22% hits; in the data active = inhibition above about 8.5%, passing the limit was not always enough; inconclusive = no clear call, values can overlap the other calls
Mtb BioA inh = M. tuberculosis BioA enzyme inhibitors, primary screen, biochemical, plate reader, single point, HTS; 7,8-diaminopelargonic acid synthase BioA (Mycobacterium tuberculosis); purified M. tuberculosis BioA enzyme; 360,000 compounds, 0.096% hits; inhibition, % at 9.99 µM; in the data active = inhibition above about 40%; inconclusive = no clear call, values can overlap the other calls
MazF activator = activators of E. coli MazEF toxin-antitoxin RNase, primary screen, biochemical, fluorescence, uHTS; Endoribonuclease toxin MazF (Escherichia coli (strain K12)), P0AE70; FAM/BHQ RNA-DNA oligo cleavage fluorescence, 5 h; activation, % at 20 µM; 350,000 compounds, 0.32% hits; AID 504720, 2011; in the data active = activation above about 50%
GDH-TPI counter = GDH-TPI coupling enzyme inhibitors, primary screen, artefact control for M. tuberculosis FBA inhibitor project, biochemical, absorbance, full deck | GDH-TPI coupled enzyme counterscreen, NADH absorbance | AID 588335, 2011 | 360,000 compounds, 1.2% hits | inhibition, % at 4.8 µM;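 note: 0% = DMSO wells and 100% = wells lacking the enzyme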
Rv3671c protease = Rv3671c serine protease inhibitors, primary screen, biochemical, fluorescence polarization, M. tuberculosis H37Rv; P9WHR9; inhibition, % at 5.96 µM; 320,000 compounds, 0.048% hits; in the data active = inhibition above about 38%;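 note: extracellular domain of Rv3671c used as enzyme; 0% = enzyme with DMSO and 100% = no enzyme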
Target sequence (P9WHR9 whole entry, looked up, the tested form may be a part): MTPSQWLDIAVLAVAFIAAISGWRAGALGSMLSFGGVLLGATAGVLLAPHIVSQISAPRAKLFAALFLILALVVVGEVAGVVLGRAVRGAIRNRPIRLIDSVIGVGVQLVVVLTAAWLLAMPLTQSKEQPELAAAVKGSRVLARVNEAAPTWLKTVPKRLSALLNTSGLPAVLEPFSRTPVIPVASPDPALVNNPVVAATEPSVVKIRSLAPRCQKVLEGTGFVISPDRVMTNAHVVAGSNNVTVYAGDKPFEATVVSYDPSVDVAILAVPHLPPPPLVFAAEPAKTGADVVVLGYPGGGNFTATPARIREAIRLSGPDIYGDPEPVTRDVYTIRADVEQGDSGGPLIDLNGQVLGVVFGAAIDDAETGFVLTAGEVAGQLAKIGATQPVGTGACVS
DUSP3 inh = VHR1 phosphatase inhibitors, primary screen, biochemical, absorbance, uHTS. AID 1654, 2009. inhibition, % at 13.3 µM. recombinant VHR phosphatase, pNPP absorbance. Dual specificity protein phosphatase 3 (Homo sapiens), P51452. 290,000 compounds, 0.52% hits; in the data active = inhibition above about 50%; note: some compounds called inactive have numbers as strong as hits
Target sequence (P51452 whole entry, looked up): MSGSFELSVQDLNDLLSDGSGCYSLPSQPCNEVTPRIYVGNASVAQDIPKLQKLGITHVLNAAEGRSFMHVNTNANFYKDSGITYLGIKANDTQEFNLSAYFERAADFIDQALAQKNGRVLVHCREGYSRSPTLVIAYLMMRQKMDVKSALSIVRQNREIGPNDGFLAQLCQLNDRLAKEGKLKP
CCHFV vOTU inh = CCHFV vOTU protease inhibitors, primary screen, biochemical, Pep-AMC substrate, fluorescence; inhibition, % at 11.5 µM; 370,000 compounds, 0.55% hits; AID 651958, 2012; note: 0% = vehicle wells with enzyme and 100% = no enzyme wells
Mtb FBA inh = Mtb FBA enzyme inhibitors, primary screen, biochemical, fluorescence, strain H37Rv | purified M. tuberculosis FBA, fluorescence read-out | Fructose-bisphosphate aldolase (Mycobacterium tuberculosis (strain ATCC 25618 / H37Rv)), … | inhibition, % at 1 µM | 360,000 compounds, 2.3% hits; in the data active = inhibition above about 27%;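 note: 0% = vehicle and 100% = reference inhibitor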
Starred values were filed as active, the others as inactive; u = inconclusive; x = no result given. Cut-off read from the data, not from the text of the source, unless noted: active = inhibition above about 30%; inactive = the rest.

SMILES	Mtb UGM inh	BoNT-F LC inh	FadD28 FP inh	Mtb BioA inh	MazF activator	GDH-TPI counter	Rv3671c protease	DUSP3 inh	CCHFV vOTU inh	Mtb FBA inh
O=C(CSC1=NCCS1)N1N=C(c2cccs2)CC1c1ccc(F)cc1 (centres undefined)	x	2	-3.4	1.7	6	12	x	x	-6	8
CC(=O)C1=C(O)C(=O)N(Cc2cccnc2)C1c1ccc(O)cc1 (centres undefined)	0.5	14	-1.6	x	8	14	-3	16	-1	1
Nc1nn(-c2ccccc2)c(N)c1N=Nc1ccccc1F	1.8	-8	3.6	x	0	25	-1	7	16	2
O=C(Nc1ccc(Br)c2cccnc12)c1ccc(Cn2cc([N+](=O)[O-])cn2)o1	-1.5	-7	-1.3	-0.7	-6	5	6	38	1	-2
CC1CCCCN1C(=O)CSc1nc2ccsc2c(=O)n1Cc1ccccn1 (centres undefined)	5.6	-2	-3.0	2.6	-1	-10	-2	29	-5	0
COc1ccc(/C=N/Nc2nnc(Cc3ccccc3)c(=O)[nH]2)cc1	1.3	-6	-2.4	0.0	7	1	-18	-22	-1	3
Cc1cc(NC(=O)CSc2nc(N)c(NC(=O)c3ccccc3F)c(=O)[nH]2)no1	-1.1	6	0.5	-2.4	2	-7	-1	31	-6	5
C/C(Nc1ccc(C)cc1)=C(/C#N)C(N)=O	3.8	4	-3.0	1.0	-5	0	4	16	-18	-2
CCCCc1c(O)nc(SC2CC(=O)N(c3ccc(C(=O)OCC)cc3)C2=O)[nH]c1=O (centres undefined)	0.4	-10	-2.7	0.4	-25	-3	2	-10	7	0
Cc1ccc(C)c(N2CCN(C(=O)c3ccc(CSc4nc5ccncc5[nH]4)cc3)CC2)c1	2.8	-8	-8.8	2.2	6	7	-7	-4	21	-3
COc1ccc(/C=C/C=C2\N=C(SC)SC2=O)cc1	-2.9	-9	0.5	x	3	2	1	-4	5	-10
COc1cccc(OCC(=O)NNC(=O)CCc2ccccc2)c1	-5.1	-7	-3.7	x	-10	10	16	9	4	-1
CC[C@H](C)[C@@H](C(=O)N1CCNCC1)n1cc([C@@H](N)CO)nn1	2.8	-3	-3.9	-1.0	8	-1	-8	25	-1	0
O=C1c2ccccc2C2(c3ccc(Cl)cc3)NCCN12 (centres undefined)	-0.5	0	-3.3	2.2	-1	-6	-1	15	1	3
Cc1cc(O)c2c(-c3ccccc3)cc(=O)oc2c1	0.8	4	-5.6	4.9	8	20	0	11	3	-6
CN(N)C(=S)Nc1ccc(Cl)cc1	4.7	5	-4.1	x	-3	7	-3	17	13	0
CCCc1cc2c(cc1NS(=O)(=O)c1ccc(CCNC(C)=O)cc1)OCO2	-0.7	2	-8.6	x	4	0	0	17	-3	0
Cc1nc2ccccc2c2oc(C(=O)NCCCN3CC(C)CC(C)C3)cc12 (centres undefined)	-0.3	1	-2.6	-0.8	15	9	2	11	16	5
Nc1ccc(C(=O)N2CCN(S(=O)(=O)c3ccc(Cl)cc3)CC2)cc1[N+](=O)[O-]	3.3	-2	-2.8	12	-21	-1	0	x	x	-6
O=C(Cc1ccsc1)N1CCN(S(=O)(=O)c2ccccc2F)CC1	-0.6	-16	0.0	1.0	3	7	1	x	4	5
Cc1ccc(-n2c(SCC(N)=O)nnc2-c2ccc(S(=O)(=O)N3CCCCC3)cc2)c(C)c1	-2.9	0	-0.3	6.7	-8	-5	-3	-45	-1	2
O=C(CN1CCC(NC(=O)c2ccc(F)cc2)CC1)NCc1ccccc1F	1.8	-4	-1.2	-0.2	3	4	14	12	3	0
Cc1cc(CN(C)C(=O)CC2C(=O)NCCN2Cc2ccc(F)c(F)c2)on1 (centres undefined)	0.4	-3	-2.6	0.4	5	9	-6	21	-1	-2
Cc1ccc2nc(SCC(=O)Nc3cc(C)on3)nc(=O)n2c1	-0.3	20	-3.5	x	4	9	4	x	-7	1
Nc1ccc(C(=O)N/N=C\c2ccc(OC(=O)c3ccccc3Cl)cc2)cc1	2.0	-18	-3.3	-1.9	7	15	4	-5	8	-1
C=CCNC(=S)NNC(=O)CC12CC3CC(CC(C3)C1)C2	0.1	u	0.0	-0.2	15	16	9	19	4	2
O=C(NCCOc1ccccc1-c1ccccc1)c1ccco1	0.1	-12	-3.9	x	-2	-2	-2	-3	-15	1
CC1CCC(NS(=O)(=O)c2ccc(N3CCCC3=O)cc2)CC1 (centres undefined)	-2.2	x	-1.3	-0.6	2	-3	4	-3	12	4
O=C(CSc1ccc(Cl)cc1)Nc1ccccc1N1CCN(C(=O)c2ccccc2)CC1	-0.4	-4	-0.6	x	0	0	-1	23	-4	3
COc1ccc(CCN(C)C(=O)c2ccc3c(=O)n4c(nc3c2)CCCCC4)cc1OC	-0.8	x	-2.9	0.1	-3	-2	3	x	16	-2
Cc1cc(C)c(C(=O)CC2(O)C(=O)Nc3ccccc32)cc1C (centres undefined)	1.3	-1	-3.8	-1.4	5	-6	1	29	10	1
Cc1cc(O)ccc1-c1cc(C(=O)NCc2cc(C(F)(F)F)cc(C(F)(F)F)c2)[nH]n1	x	4	-4.5	-0.5	x	-6	x	x	24	-3
CC1CCN(c2ccc(S(=O)(=O)Nc3cc(C(=O)O)cc(C(=O)O)c3)cc2[N+](=O)[O-])CC1	1.3	x	x	x	10	x	1	x	12	x
O=C(Nc1nccs1)c1cc(S(=O)(=O)N2CCOCC2)ccc1Cl	-0.5	3	-2.8	-1.5	4	-3	1	22	16	-2
Nc1nc(SCC(=O)Nc2ccc(Oc3ccccc3)cc2)n[nH]1	0.1	0	-6.3	6.4	-2	-1	10	7	-9	4
O=C(Nc1ccccc1C(=O)O)c1cncc(Br)c1	0.1	-2	-3.3	-0.8	-6	-10	-8	10	-2	1
Cc1cccc(C)c1Nc1nnc(SCc2nc3ccccc3c(=O)[nH]2)s1	0.9	-4	-3.3	x	-2	14	-4	2	1	-1
COC(=O)[C@@H]1C[C@@]2(O)[C@H](O)[C@H](O)[C@H](O)C[C@H]2N1CC1CC1	2.1	-3	-2.0	-1.9	-2	10	-1	15	-4	2
Cc1c(Nc2ncccc2C(=O)O)cccc1C(F)(F)F	3.1	-4	-2.9	0.0	-4	-3	-4	x	20	-3
Cc1ncoc1C(=O)N1CCCC(C(=O)c2cccc(OC(C)C)c2)C1 (centres undefined)	1.4	-2	0.3	x	-5	2	4	16	5	0
CCOc1cc(C(=O)OCC(=O)c2c(N)n(C)c(=O)n(C)c2=O)cc(OCC)c1OCC	x	2	0.0	-1.1	-2	5	5	-10	-4	7
CSc1ccccc1NC(=S)Nc1ccc(S(N)(=O)=O)cc1	1.0	-3	-3.1	x	-17	-1	-3	32	-2	-4
C=CCN(c1ccccc1)S(=O)(=O)c1cccc(C(=O)NC2CCN(Cc3ccccc3)CC2)c1	-2.8	-4	-5.5	0.9	-8	-8	-7	x	-5	-1
Cc1cc(N2CCN(C)CC2)nc2ccc(NC(=O)CCC(=O)NCCC(C)C)cc12	u	-6	-1.4	-0.7	4	21	1	18	-18	33*
O=C(Nc1nccs1)OCc1ccccc1	-2.4	x	-0.7	0.2	5	-3	-8	x	0	2
Cc1ccc(O)c(C=Nc2ccc3[nH]ncc3c2)c1	-1.8	-7	-4.1	x	-39	-4	-3	4	2	42*
Cc1ccc2c(CN3CCN(c4ccccc4F)CC3)cc(=O)oc2c1	x	10	0.8	-0.6	x	x	x	x	18	3
Cc1cccc(NC(=O)Cn2cc(C(=O)C3CC3)c3ccccc32)c1	2.0	-3	-0.9	-1.6	14	-3	-2	10	-7	1
C/C(=C\c1ccc(F)cc1)C(=O)c1c(C)cc(C)[nH]c1=O	x	6	-2.0	-3.3	7	8	x	-10	-8	-1
Cc1ccc(NC(=O)C(C)Oc2ccccc2)cc1S(=O)(=O)N1CCCCCC1 (centres undefined)	-3.7	-6	1.4	-0.5	-5	8	-4	x	26	1
O=C1NC2=C(CCc3ccccc32)C(c2ccc(Br)cc2)N1 (centres undefined)	0.5	0	-1.2	11	-1	8	-1	12	-11	11
Cc1onc(-c2ccccc2)c1C(=O)Nc1nnc(C(C)(C)C)s1	2.8	3	-3.6	-6.7	7	-2	1	33	6	2
Cc1ccc(-c2noc(CCC(N)=O)n2)cc1	-0.7	-10	-3.7	x	0	7	-2	17	-2	0
Cc1cc(Oc2ccc(N)cn2)ccc1Cl	0.1	-4	-0.8	-0.2	2	4	5	0	-5	2
CCC(=O)Nc1cc(C(=O)O)ccc1S(=O)(=O)c1ccc(C)cc1	0.1	-6	-3.3	-0.1	6	7	7	-11	-12	4
FC(F)Oc1ccc(NC(=S)NN2CCOCC2)cc1	2.5	4	-1.9	-2.8	-6	6	-1	27	9	-4
Nc1nc(SCC(=O)N2CCCCC2)[nH]c(=O)c1NC(=O)c1cccs1	-1.3	-3	-3.6	0.0	2	2	5	14	-2	-2
Cc1c(Cl)c(C(=O)N2CCCCCC2)nn1C	-0.1	11	-1.1	-2.2	-6	3	3	-2	-7	2

Full records, quoted from the list. Values in the order: Mtb UGM inh | BoNT-F LC inh | FadD28 FP inh | Mtb BioA inh | MazF activator | GDH-TPI counter | Rv3671c protease | DUSP3 inh | CCHFV vOTU inh | Mtb FBA inh
Entry for CC1CCC(NS(=O)(=O)c2ccc(N3CCCC3=O)cc2)CC1 (centres undefined) → -2.2 | x | -1.3 | -0.6 | 2 | -3 | 4 | -3 | 12 | 4
Entry for Cc1cc(CN(C)C(=O)CC2C(=O)NCCN2Cc2ccc(F)c(F)c2)on1 (centres undefined) → 0.4 | -3 | -2.6 | 0.4 | 5 | 9 | -6 | 21 | -1 | -2
Entry for Cc1cc(C)c(C(=O)CC2(O)C(=O)Nc3ccccc32)cc1C (centres undefined) → 1.3 | -1 | -3.8 | -1.4 | 5 | -6 | 1 | 29 | 10 | 1
Entry for Nc1nn(-c2ccccc2)c(N)c1N=Nc1ccccc1F → 1.8 | -8 | 3.6 | x | 0 | 25 | -1 | 7 | 16 | 2
Entry for O=C(Nc1ccc(Br)c2cccnc12)c1ccc(Cn2cc([N+](=O)[O-])cn2)o1 → -1.5 | -7 | -1.3 | -0.7 | -6 | 5 | 6 | 38 | 1 | -2
